LMPTP block = blocks human LMPTP phosphatase. inhibition, % at 20 µM. recombinant LMPTP-A, OMFP fluorogenic substrate, fluorescence intensity. hit rate 0.22% among 360,000;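 active = compounds that cut the enzyme signal by at least half of the control window in the single-dose screen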;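 note: plate controls were DMSO wells with enzyme plus substrate for no effect and substrate without enzyme for full effect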
Target sequence (P24666 whole entry, looked up): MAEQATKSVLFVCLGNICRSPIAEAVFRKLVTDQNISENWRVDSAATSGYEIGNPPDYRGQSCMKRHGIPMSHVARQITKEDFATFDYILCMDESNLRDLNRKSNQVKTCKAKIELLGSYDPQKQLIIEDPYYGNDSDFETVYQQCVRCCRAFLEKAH
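Buffer or medium: Bis-Tris pH 6.0, DTT, detergent; Assay system: LMPTP-A enzyme; Quantity: 0.625 nM enzyme; Detection: endpoint fluorescence intensity; Times: 50 min dark incubation at room temperature; Controls: substrate-only low control, DMSO enzyme-plus-substrate high control; Doses: single 20 µM dose; Read-out: percent inhibition versus substrate-only and uninhibited controls; Reagent: 400 µM OMFP.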
Tb MetRS inh = blocks T. brucei methionyl-tRNA synthetase activity. purified T. brucei MetRS, ATP depletion, Kinase-Glo luminescence. inhibition, % at 11.9 µM. hit rate 0.4% among 360,000. AID 624268;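 active = inhibition above a per-plate cutoff of the control wells' mean inhibition plus 3 SD, cut at about 5.5% in these data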;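 note: 0% = DMSO wells median and 100% = median of wells with control inhibitor compound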
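Test system: purified T. brucei MetRS enzyme. Also added: ATP, methionine and E. coli bulk tRNA substrates. Compound: 11.9 µM single point. Schedule: 15 min enzyme-compound preincubation, 2 h reaction, 10 min detection, 25 °C. Signal: luciferase luminescence of residual ATP, Kinase-Glo. Evaluation: percent inhibition versus plate control medians. Controls: DMSO wells, low control.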
STEP block = blocks human striatal-enriched tyrosine phosphatase; recombinant STEP, OMFP fluorogenic substrate, fluorescence; inhibition, % at 20 µM; AID 588621; P54829; hit rate 0.25% among 360,000;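 active = inhibition at 20 µM, scaled per plate between control wells, above about 37%, limit read from the data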;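 note: 0% = DMSO with enzyme and substrate and 100% = substrate only without enzyme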
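Measure: Control-normalized % inhibition with plate pattern correction | Test system: STEP phosphatase, cell-free reaction | Medium: pH 6.0 Bis-Tris with DTT and Tween 20 | Technique: Fluorescence, 480/540 nm | Times: Reaction 20 min, ambient temperature | Doses: Single compound dose of 20 µM, 1% DMSO final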
Scp-1 inhibitor = Scp-1 (human) phosphatase inhibition; Q9GZU7; Recombinant Scp1, phosphopeptide, malachite green phosphate absorbance; inhibition, % at 20 µM; hit rate 0.88% among 340,000; AID 493091;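 active = inhibition above about 50% at 20 µM, limit read from the data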;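 note: plate controls were DMSO wells with enzyme for no effect and wells lacking enzyme for full effect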
Target sequence (Q9GZU7 76-261 limits assumed): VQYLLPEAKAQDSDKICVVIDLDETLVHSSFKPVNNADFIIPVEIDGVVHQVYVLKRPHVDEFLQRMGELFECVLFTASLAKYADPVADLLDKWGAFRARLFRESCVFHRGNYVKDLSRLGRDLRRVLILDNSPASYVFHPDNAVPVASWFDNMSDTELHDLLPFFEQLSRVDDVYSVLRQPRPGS
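Test system: SCP-1 phosphatase catalytic domain, residues 76-261 | Compound dosing: One concentration, 20 µM, with 1.0% DMSO | Schedule: 45 min room-temperature reaction, 5 min colour, 30 min stabiliser | Detection: Absorbance at 630 nm | Read-out basis: % inhibition of SCP-1 phosphate liberation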
DNMT1 block = blocks human DNA methyltransferase DNMT1; P26358; DNMT1 molecular beacon, Hinp1I cleavage, fluorescence; inhibition (reported as % activation of signal), % at 10 µM; hit rate 0.83% among 360,000; in the data active = inhibition above about 50%
NadD block = blocks S. aureus nicotinate mononucleotide adenylyltransferase; purified NadD enzyme, colorimetric absorbance read-out; inhibition, % at 20 µM; hit rate 0.78% among 360,000; in the data active = inhibition above about 26%; note: some compounds past the cut are filed as inactive
MLLE-PAM2 inh = inhibitors of microRNA-mediated deadenylation, human PABP1 MLLE binding; P11940; GST-MLLE / FITC-PAM2 fluorescence polarization; inhibition, % at 20 µM; hit rate 0.36% among 360,000; in the data active = inhibition above about 35%, passing the limit was not always enough;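 note: plate controls were DMSO wells with GST-MLLE for no effect and wells lacking GST-MLLE protein for full effect; some results filed as inactive read as strong as hits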
Rpn11 inh = blocks the human proteasome subunit Rpn11 | AID 588493 | human 26S proteasome, Ub4-pepOG fluorescence polarization; 20S core pre-blocked with epoxomicin | hit rate 0.59% among 360,000 | calls only at 20 µM | O00487;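 active = inhibition at 20 µM, scaled to each plate's controls, above about 33%, limit read from the data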
Target sequence (O00487 whole entry, looked up): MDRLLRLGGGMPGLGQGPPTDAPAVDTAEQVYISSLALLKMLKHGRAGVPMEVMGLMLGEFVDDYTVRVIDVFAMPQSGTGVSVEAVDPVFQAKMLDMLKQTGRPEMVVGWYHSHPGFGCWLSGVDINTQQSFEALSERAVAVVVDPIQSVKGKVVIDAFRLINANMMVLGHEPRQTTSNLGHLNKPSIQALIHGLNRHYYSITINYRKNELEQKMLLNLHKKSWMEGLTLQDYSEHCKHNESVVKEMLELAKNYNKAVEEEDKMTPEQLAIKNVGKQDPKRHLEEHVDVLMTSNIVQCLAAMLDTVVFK
CSN inh = blocks human CSN-mediated cullin deneddylation; Q92905; Purified CSN, SCF-Nedd8-OG deneddylation, fluorescence polarization; AID 651999; hit rate 0.38% among 360,000; inhibition, % at 12.5 µM;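 active = pattern-corrected inhibition above about 35%, with an unprinted fluorescence ratio check between 0.5 and 1.5, limit read from the data, passing the limit was not always enough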;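 note: 0% = enzyme with substrate and 100% = substrate without enzyme; some results filed as inactive read as strong as hits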
Target sequence (Q92905 whole entry, looked up, one chain of several): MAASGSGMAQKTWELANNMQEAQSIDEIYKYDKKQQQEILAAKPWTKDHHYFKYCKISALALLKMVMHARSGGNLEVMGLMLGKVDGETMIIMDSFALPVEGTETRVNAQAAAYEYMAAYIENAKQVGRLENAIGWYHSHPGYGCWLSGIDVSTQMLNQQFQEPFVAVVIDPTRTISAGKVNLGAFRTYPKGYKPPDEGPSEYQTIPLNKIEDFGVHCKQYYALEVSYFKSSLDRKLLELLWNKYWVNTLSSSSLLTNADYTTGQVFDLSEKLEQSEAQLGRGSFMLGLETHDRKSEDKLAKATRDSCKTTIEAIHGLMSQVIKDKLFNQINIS
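Schedule: reaction 90 min, room temperature / Assay system: HEK293T-derived human Csn5 enzyme / Input: Csn5 at 0.24 nM final / Measure: inhibition of Csn5 cleavage, % / Control set: substrate-only high control, full reaction low control / Technique: fluorescence polarization of the substrate / Buffer or medium: Tris/NaCl/DTT buffer, pH 7.5 / Reagent: SCFSkp2-Nedd8OG substrate at 10 nM final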
SUMO1 PPI mod = modulators of human SUMO1-mediated protein-protein interactions; P63165; SUMO1 binding to a labelled peptide, TR-FRET, 1 h; inhibition, % at 20 µM; hit rate 0.33% among 360,000; in the data active = inhibition above about 37%
The depositor's hits bear a star; i = inactive; nt = not tested or not shown.

SMILES	LMPTP block	Tb MetRS inh	STEP block	Scp-1 inhibitor	DNMT1 block	NadD block	MLLE-PAM2 inh	Rpn11 inh	CSN inh	SUMO1 PPI mod
CCOC(=O)CC(NS(=O)(=O)c1ccc(OC)c(C)c1)c1cccc([N+](=O)[O-])c1 (stereo not drawn)	-0.9	-0.3	0	-10	4	-4	-1	i	-11	-17
CCOc1cc(/C=N\NC(=O)c2ccc(NC(=O)C(C)(C)C)cc2)ccc1OC(=O)c1ccc(C)cc1	-0.2	-0.3	0	-9	14	10	1	i	-4	-3
Cc1ccc(S(=O)(=O)N2CCCC2C(=O)NC2CCCCC2)cc1 (stereo not drawn)	-2.7	-0.1	0	-2	-1	-5	5	i	1	2
C/C(=N\N=C1/NC(=O)C(C)S1)c1ccc([N+](=O)[O-])cc1 (stereo not drawn)	0.4	0.7	-2	-2	3	-2	-1	i	-1	-7
CCOC(=O)N1CCN(C(=O)c2cc3cc(Br)ccc3oc2=O)CC1	-0.5	0.5	-2	-8	1	2	5	i	1	-8
Cc1cc(C)n(S(=O)(=O)c2cc(C)c(C)cc2C)n1	-0.3	-0.5	-1	-7	-3	-2	8	i	-2	-2
COCCN1C(=O)C(=O)/C(=C(/O)c2ccc(S(=O)(=O)N3CCOCC3)cc2)C1c1ccc(OC)c(OC)c1 (stereo not drawn)	-1.8	0.0	3	-2	-5	5	13	i	-1	-20
Cc1ccccc1CNc1nc(N)n(-c2ccccc2)n1	-1.1	-0.6	-4	-3	3	1	0	i	0	4
O=C(O)/C(=C/c1ccco1)NC(=O)c1ccc(Br)o1	-0.8	-0.2	7	21	24	0	7	i	10	-1
C[C@@]12CCC=C[C@H]1[C@H](c1ccccc1Br)N(Cc1ccccc1)C2=O	1.9	0.3	-2	-7	2	-1	-6	i	-5	7
CCCCn1cnc2c(c(-c3ccccc3)c(-c3ccccc3)n2Cc2ccco2)c1=N	0.2	-1.1	-2	-3	-2	-9	5	i	4	1
O=C(CNC(=O)c1ccc(Cl)cc1Cl)OCN1C(=O)c2ccccc2C1=O	0.3	-0.3	0	-1	1	-5	19	i	-2	-10
COc1ccccc1OCCn1ccnc1	-2.6	-0.5	0	-2	-7	-2	-14	i	-1	2
Cc1csc(SCc2nc3scc(-c4ccccc4)c3c(=O)[nH]2)n1	-0.9	0.4	-2	-7	-3	-3	-2	i	-1	-4
Cc1ccc(-c2nc(CS(=O)CC(=O)NCc3ccc4c(c3)OCO4)c(C)o2)cc1 (stereo not drawn)	-0.3	0.7	0	-8	5	0	11	i	1	3
O=[N+]([O-])c1cc(/C=N/n2c(-c3cccnc3)n[nH]c2=S)ccc1Cl	7.6	0.7	28	16	40	12	-74	i	-13	-4
CC1(C)Cc2c(sc(NC(=O)COc3ccc(Cl)cc3)c2C(N)=O)C(C)(C)N1	0.6	-0.1	5	-7	8	-9	-2	i	2	-15
O=C(CCNC(=O)c1ccccc1Cl)Nc1nc(-c2ccccc2Cl)cs1	0.9	0.1	-1	-6	-9	6	7	i	2	1
Cn1nccc1C(=O)Nc1ccc2c(c1)OCCO2	0.5	-0.7	-2	-4	-1	1	-1	i	-5	-6
O=C(Nc1nnc([C@@H]2C[C@H](O)[C@@H](CO)O2)s1)c1c(F)cccc1F	-0.4	-0.2	1	nt	7	-5	10	i	1	0
COc1ccc(C(=O)NNC2=NC(C)(C)Cc3ccccc32)cc1	-2.5	-0.7	-3	-7	3	-3	-6	i	-9	-1
Cc1ccc(NC(=O)CC2OC(=O)c3ccccc32)cc1S(=O)(=O)N1CCOCC1 (stereo not drawn)	0.1	-0.1	-2	-6	3	0	-9	i	0	-4
CCN(CC)c1nc2c(c(=O)[nH]c(=O)n2C)n1Cc1ccccc1	-1.2	-0.9	0	-4	4	-4	0	i	-1	0
C[C@H](CO)N1C[C@H](C)[C@@H](CN(C)S(C)(=O)=O)Oc2ccc(NC(=O)Nc3ccccc3)cc2C1=O	-0.8	0.2	-2	0	3	5	23	i	0	2
Cc1ccc2sc(N(CCCN(C)C)C(=O)c3ccc(S(=O)(=O)N4CCc5ccccc5C4)cc3)nc2c1C	2.5	-0.7	4	9	15	16	8	i	1	-19
CCCCn1c(N)c(N(CCOC)C(=O)c2ccc3c(c2)OCCO3)c(=O)[nH]c1=O	0.0	-0.4	-2	-4	1	0	5	i	1	4
O=C(Nc1n[nH]c(C(F)(F)F)n1)C1CC1	-0.7	0.3	-2	-4	0	0	8	i	-7	-3
CCOC(=O)c1cc(S(=O)(=O)NCCc2ccccc2)cn1C	-0.3	-0.8	0	1	-2	-5	3	i	-3	-1
Cc1ccc(S(N)(=O)=O)cc1NC(=O)/C=C/c1cccs1	-1.7	-0.8	3	-4	0	1	2	i	-5	-14
CCCC(C(=O)O)n1c(O)c(C=C2N=c3ccccc3=N2)sc1=S (stereo not drawn)	0.4	5.8*	1	2	-1	0	3	i	9	-19

Compounds above that have a Cl atom, in the order listed:
SMILES	LMPTP block	Tb MetRS inh	STEP block	Scp-1 inhibitor	DNMT1 block	NadD block	MLLE-PAM2 inh	Rpn11 inh	CSN inh	SUMO1 PPI mod
O=C(CNC(=O)c1ccc(Cl)cc1Cl)OCN1C(=O)c2ccccc2C1=O	0.3	-0.3	0	-1	1	-5	19	i	-2	-10
O=[N+]([O-])c1cc(/C=N/n2c(-c3cccnc3)n[nH]c2=S)ccc1Cl	7.6	0.7	28	16	40	12	-74	i	-13	-4
CC1(C)Cc2c(sc(NC(=O)COc3ccc(Cl)cc3)c2C(N)=O)C(C)(C)N1	0.6	-0.1	5	-7	8	-9	-2	i	2	-15
O=C(CCNC(=O)c1ccccc1Cl)Nc1nc(-c2ccccc2Cl)cs1	0.9	0.1	-1	-6	-9	6	7	i	2	1

Filtered by structure: the compounds so far containing an aryl methoxy group.
SMILES	LMPTP block	Tb MetRS inh	STEP block	Scp-1 inhibitor	DNMT1 block	NadD block	MLLE-PAM2 inh	Rpn11 inh	CSN inh	SUMO1 PPI mod
CCOC(=O)CC(NS(=O)(=O)c1ccc(OC)c(C)c1)c1cccc([N+](=O)[O-])c1 (stereo not drawn)	-0.9	-0.3	0	-10	4	-4	-1	i	-11	-17
COCCN1C(=O)C(=O)/C(=C(/O)c2ccc(S(=O)(=O)N3CCOCC3)cc2)C1c1ccc(OC)c(OC)c1 (stereo not drawn)	-1.8	0.0	3	-2	-5	5	13	i	-1	-20
COc1ccccc1OCCn1ccnc1	-2.6	-0.5	0	-2	-7	-2	-14	i	-1	2
COc1ccc(C(=O)NNC2=NC(C)(C)Cc3ccccc32)cc1	-2.5	-0.7	-3	-7	3	-3	-6	i	-9	-1

The list continues.
SMILES	LMPTP block	Tb MetRS inh	STEP block	Scp-1 inhibitor	DNMT1 block	NadD block	MLLE-PAM2 inh	Rpn11 inh	CSN inh	SUMO1 PPI mod
Cc1cc(C)c(S(=O)(=O)NC2CC(C)(C)NC(C)(C)C2)cc1Br	-0.7	-0.5	-1	-6	-4	-5	9	i	-5	0
Cc1n[nH]c(C)c1S(=O)(=O)N1CCCCCC1	-0.8	-0.1	0	1	2	0	-15	i	6	2
CC(C)CC(C(=O)OCC(=O)c1c(N)n(C)c(=O)n(C)c1=O)N1C(=O)c2ccccc2C1=O (stereo not drawn)	0.3	0.5	2	-5	0	-5	-9	i	-11	1
Cc1nn(-c2ccccc2)c2c1C(=O)N(Cc1ccccc1)C(=O)C(C)(C)C2	-0.7	-1.3	2	-4	-4	-11	-5	i	3	-3
CCC1=Nc2cc(C(=O)N3CCCCC3)ccc2Sc2ccc(C)cc21	1.3	-0.4	-1	0	1	0	-2	i	3	3
O=C(CC(=O)c1ccccc1)Nc1cc(C(F)(F)F)ccc1Cl	0.4	-0.4	1	-17	3	-1	9	i	-7	-5
Nc1cc(=O)[nH]n1C1CCCC1	0.9	-1.2	-2	-3	-8	-6	-1	i	0	4
Cn1ccsc1=NC(=O)c1ccc(S(=O)(=O)C(F)F)cc1	1.0	0.6	1	-1	-3	1	-10	i	-4	3
N=C1/C(=C\c2ccc(OC(=O)c3ccccc3)cc2)C(=O)N=C2SC(N3CCOCC3)=NN12	0.7	-0.5	0	6	-5	18	-2	i	0	7
COc1ccc(NC(=O)c2cccc(N3C(=O)C4C5C=CC(C5)C4C3=O)c2)c(OC)c1 (stereo not drawn)	0.3	0.4	2	1	-2	1	8	i	0	0
Cc1ccc(NC(=O)CSc2nc3ccccc3nc2N2CCCC2)cc1	2.3	-1.9	5	-5	-2	0	9	i	-4	0
COc1cccc(NC(=O)CN(C)C(=O)c2ccc(-c3ccccc3Cl)o2)c1	2.1	-0.4	1	-5	1	-11	-4	i	-4	-7
CCNC(=O)C(C)Sc1ccc(Cl)cc1 (stereo not drawn)	-0.7	-0.7	1	17	4	-1	-2	i	-1	0
CCN(CC(=O)NCc1cccs1)C(=O)c1ccc(S(=O)(=O)Nc2cccc(C)c2C)cc1	-1.0	0.3	-3	-5	-1	-3	3	i	1	-1
CCN1CCN(CCCNC(=O)c2csc3c2CCCCC3)CC1	-1.2	-2.3	-2	3	11	5	-10	i	-4	-8
CCOC(=O)C1=C(C)NC(C)=C(C(=O)OCC)C1C(=O)OCC(=O)N1CC(C)OC(C)C1 (stereo not drawn)	-0.5	-0.1	-3	-1	2	3	3	i	-4	2
Cc1cccc(CCNC(=O)C2CCCN(S(=O)(=O)c3cccc4nsnc34)C2)c1 (stereo not drawn)	0.2	-0.1	1	-7	0	-10	-2	i	3	-25
O=C(CCN1C(=O)S/C(=C\c2cccs2)C1=O)NC1=NCCS1	-0.6	-0.3	0	-3	-11	11	4	i	-11	-18
